Assay outcomes (PubChem)
BRCA1 expr up: activators of BRCA1 expression | MCF7-BRCA1-FFLuc reporter, luminescence, 48 h; response scale: scaled: vehicle 0%, 10 µM genistein 100% | Potency, µM (highest dose often 46.1 µM), for inactives: top-dose activation, actives largely listed as activators | AID 624202 | 1.1% of 380,000 active; active = well fitted activation curve with a large enough effect; inconclusive = small, poorly fitted or top-dose-only effect; inactive = no such curve, though single readings can be large or run the other way; also: nearly all actives have a fitted effect of over 80% in size; some results filed as inactive show a strong effect at the top dose
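Using MCF7 cells harboring a BRCA1 firefly luciferase reporter, plated 2 h before compound pinning, the screen measured luminescence after 48 h incubation. Responses were normalized to DMSO and 10 microM genistein, then fitted for concentration-effect.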
* marks the source's active call; other numbers are inactive results; ? = inconclusive; [ ] = another dose, or the depositor's remark. Potency is read from the fitted curve at half-maximal effect. These rows are one share of the data (hit frequency here may not be typical).

SMILES | BRCA1 expr up
COc1ccc(CCN2C(=O)c3ccccc3C2c2nnnn2-c2ccc3c(c2)OCCO3)cc1OC (configuration not stated) | 24.3%
CCCNC(=O)c1cc(C2CCCCN2C(=O)c2ccc(OC)cc2)on1 (configuration not stated) | -10.3%
O=C(NCC1CCCCC1)c1ccc2nc([C@H]3C[C@H](O)[C@@H](CO)O3)[nH]c2c1 | 0.0%
C[C@H](CO)N1C[C@H](C)[C@@H](CN(C)C(=O)c2cc(-c3ccccc3)on2)OCc2cn(nn2)CCCC1=O | 1.1%
COc1c(C)cc(C(O)c2ncc(-c3ccccc3C(F)(F)F)[nH]2)cc1C (configuration not stated) | -9.0%
Cc1cc(C)cc(C(=O)NCC(=O)OCC(=O)N2CCCC2)c1 | 13.1%
Cc1ccc([C@H]2C[C@H](n3cc(-c4ccc(F)cc4)nn3)[C@@H](O)CN2CC2CCCCC2)cc1 | -34.0%
CC(=O)c1ccc(OC2(C)CCN(Cc3cc4ccccc4[nH]3)C2)cc1 (configuration not stated) | 0.0%
COc1ccc(C)cc1NC(=O)NC1CC(=O)N(c2ccc3c(c2)OCCO3)C1 (configuration not stated) | -10.8%
Cc1cccc(-c2cccc3nccn23)c1 | 4.4%
CCCCCCn1c(=O)n2n(c1=O)C[C@]1(OC(=O)NC3CCCC3)CN(S(=O)(=O)c3ccc(C)cc3)C[C@]1(O)C2 | 0.0%
CC(=O)c1cccc(-c2ccnc3c2CC(C(=O)Nc2ccccc2)O3)c1 (configuration not stated) | -1.0%
CCOC(=O)C1=CCC2C(=O)N(Cc3ccccc3)C(=O)C12 (configuration not stated) | 1.1%
CCCc1nc2ccc(C)cn2c1Cc1ccc(C)cc1 | 7.08µM*
CCc1nc2c(OCc3ccc(C(=O)N(C)C)cc3)cccn2c1N(C=O)Cc1ccccc1 | 13.7%
CCCCC1CCC(C(=O)N(CCC(C)C)c2c(N)n(CCCC)c(=O)[nH]c2=O)CC1 (configuration not stated) | -1.8%
OC(c1ccccc1)C(NCc1ccccc1)c1ccccc1 (configuration not stated) | 6.6%
COc1ccc(NC(=O)c2ccccc2SCc2ccccc2)cc1 | 3.9%
CCOc1ccccc1NC(=O)C1C(c2ccccc2)C1(Cl)Cl (configuration not stated) | -11.0%
O=S1(=O)CCN(C2CC2)CC1 | 3.4%
Cc1ccc(S(=O)(=O)N2CCN(c3nc(-c4cscn4)nc4ccccc34)CC2)cc1 | 0.0%
CCCCCCn1cc(CN2CC(N3CCN(C)CC3)CS2(=O)=O)nn1 (configuration not stated) | 16.2%
Cc1ccccc1/C(=N\S(=O)(=O)c1ccc(Br)cc1)Nc1ccccc1 | -9.3%
Cn1c(=O)c2cc(NC(=O)Nc3cccnc3)ccc2n1Cc1cccc(C(F)(F)F)c1 | 19.2%
O=C(Nc1cccc(C(=O)O)c1)/C(=C\c1ccccc1)NC(=O)c1ccco1 | 3.6%
COc1ccc(-c2cnc(C(N)=O)c(=O)[nH]2)cc1 | -6.6%
CN(C)S(=O)(=O)N1CCC(Oc2ccc(C(=O)N3CCCCCC3)cc2)CC1 | -3.2%
Cc1cccc(-c2cnc(C(O)c3ccc(-c4ccccc4)cc3)[nH]2)c1 (configuration not stated) | 0.0%
CCCCCCOc1ccc(CC(=O)O)cc1 | 10.4%
COc1ccc(C(=O)N2CCCCC2c2cc(C(=O)NCc3ccc(F)cc3)no2)cc1 (configuration not stated) | -17.9%
C[C@H](CO)N1C[C@H](C)[C@@H](CN(C)C)OCc2cnnn2CCCC1=O | 6.9%
Cc1ccc(-c2csc(C(C)(O)c3ccc(F)c(F)c3)n2)cc1C (configuration not stated) | 5.1%
O=C(COC(=O)CCc1c[nH]c2ccccc12)Nc1cccc(Cl)c1 | 0.6%
CCCS(=O)(=O)NC(=O)C1(C)CCN(C(=O)c2ccccc2OC(F)(F)F)C1 (configuration not stated) | 15.1%
CS(=O)(=O)c1ccc(/C=C2\C=Cc3ccccc32)cc1 | ?
CCOC1=C2CN(S(=O)(=O)c3ccc(C)cc3)[C@@H](c3cccc4ccccc34)C[C@H]2[C@H]2C(=O)N(c3ccccc3)C(=O)[C@H]2C1 | -2.3%
COc1ccc(NS(=O)(=O)c2ccc(C)c(C(=O)NCc3ccccc3CN3CCCC3)c2)cc1 | -20.1%
COCCNC(=O)C1(C)CCCN(CCSc2ccccc2)C1 (configuration not stated) | 0.0%
NC(Cc1ccc(Cl)cc1)c1csc(NC(=O)Nc2ccccc2)n1 (configuration not stated) | -14.9%
CC(=O)N1CCOCC1c1cc(C(=O)Nc2ccccc2)no1 (configuration not stated) | 22.5%

Three compounds already listed, ordered by SMILES length, rising:
SMILES | BRCA1 expr up
CCCCCCOc1ccc(CC(=O)O)cc1 | 10.4%
Cc1ccccc1/C(=N\S(=O)(=O)c1ccc(Br)cc1)Nc1ccccc1 | -9.3%
COc1ccc(C(=O)N2CCCCC2c2cc(C(=O)NCc3ccc(F)cc3)no2)cc1 (configuration not stated) | -17.9%

Following part.
SMILES | BRCA1 expr up
CCc1ccc([C@@H]2CC(=O)[C@@H]3CN(S(=O)(=O)c4ccc(C)cc4)[C@H](c4ccc(Cl)cc4)C[C@@H]3N2S(=O)(=O)c2ccc(C)cc2)cc1 | -11.3%
CCOC(=O)CCCCCC(=O)Nc1ccc2c(c1)C(=O)N([C@@H](C)CO)C[C@H](C)[C@H](CN(C)C(=O)NC(C)C)OCCCC[C@H](C)O2 | 9.3%
Cc1ccc(OCC(=O)Nc2cccc(S(=O)(=O)N3CCCC3)c2)cc1C | -4.9%
Cc1cc(F)ccc1-c1cc(C(=O)N2CCN(c3ccncc3)CC2)[nH]n1 | 1.1%
CC1(c2nnnn2-c2ccc3c(c2)OCCO3)CCC(=O)N1CCCn1ccnc1 (configuration not stated) | -0.3%
COc1ccccc1-c1cc(NC(C)=O)c2ncc(-c3ccccc3)n2c1 | 4.4%
C[C@@H]1CN([C@H](C)CO)C(=O)CCCn2nncc2CO[C@H]1CN(C)C(=O)NC1CCCCC1 | -71.6%[inhibitor]
Cc1ccccc1S(=O)Cc1ccc(C(=O)N2CCN(C3CCCCC3)CC2)o1 (configuration not stated) | 1.0%
CC(C)C[C@@H](CN1CCCC1CN1C(=S)NC[C@@H]1Cc1ccccc1)N1C[C@H](Cc2ccccc2)N(CCc2ccccc2)C1=S (some centres not stated) | 3.4%
COc1ccc(Cc2c(-c3ccc(F)cc3)nc3ccc(Cl)cn23)c(C)c1 | 36.3%
CC(=O)NC(=Cc1ccccc1)C(=O)N1CCCC1C(=O)O (configuration not stated) | 0.5%
COc1ccc2nc3n(c(=O)c2c1)-c1ncccc1C(=O)NC3Cc1ccccc1 (configuration not stated) | -9.7%
CCN1C(=O)[C@H]2[C@@H](c3ccc(OC)cc3)N[C@]3(CCCN(Cc4ccc(F)cc4)C3=O)[C@H]2C1=O | -7.7%
COc1ccccc1C#CC1=CC(=O)C[C@H](c2ccc(F)cc2)C1 | -43.4%
CCc1ccc([C@@H]2C[C@H]3[C@@H](CN2S(=O)(=O)c2ccc(C)cc2)C(=O)C[C@@H](c2cccc(Cl)c2)N3S(=O)(=O)c2ccc(C)cc2)cc1 | -3.5%
Cc1ccc(S(=O)(=O)N2CCC(=O)N([C@H](COCc3ccc(Cl)cc3)C(C)C)CC2)cc1 | -27.6%
Cc1ccc(-c2nc3cc(C)c(Br)c(C)n3c2CC2CCCCC2)cc1 | -32.3%
C=CCNc1ncnc2c1ncn2[C@H]1CN(Cc2ccco2)C[C@@H](CO)O1 | 2.3%
COc1ccc(Cc2c(C(C)(C)C)nc3ccc(Br)cn23)c(C)c1 | 19.5%
COc1ccc(-c2ccc(CN3C(C(C)C)C(=O)N(Cc4cn(CCC5OCCCO5)nn4)CCS3(=O)=O)cc2)cn1 (configuration not stated) | -9.9%

For convenience, five of the compounds above.
SMILES | BRCA1 expr up
CCc1ccc([C@@H]2CC(=O)[C@@H]3CN(S(=O)(=O)c4ccc(C)cc4)[C@H](c4ccc(Cl)cc4)C[C@@H]3N2S(=O)(=O)c2ccc(C)cc2)cc1 | -11.3%
CCOC(=O)CCCCCC(=O)Nc1ccc2c(c1)C(=O)N([C@@H](C)CO)C[C@H](C)[C@H](CN(C)C(=O)NC(C)C)OCCCC[C@H](C)O2 | 9.3%
Cc1ccc(OCC(=O)Nc2cccc(S(=O)(=O)N3CCCC3)c2)cc1C | -4.9%
Cc1cc(F)ccc1-c1cc(C(=O)N2CCN(c3ccncc3)CC2)[nH]n1 | 1.1%
CC1(c2nnnn2-c2ccc3c(c2)OCCO3)CCC(=O)N1CCCn1ccnc1 (configuration not stated) | -0.3%

Next part
SMILES | BRCA1 expr up
COc1ccc(Cl)cc1NC(=O)CSc1nc2[nH]ncc2c(=O)[nH]1 | -14.5%
CCOC(=O)[C@]12CCC=C1N(Cc1cccc3ccccc13)C(=O)[C@H](CC(=O)N1CCOCC1)C2 | -9.0%
COC(=O)c1ccc2cc(F)cc(C)c2n1 | 5.0%
OC(CBr)C[n+]1cc(Br)cc2ccccc21 (configuration not stated) | -26.8%
CC(C)(C)c1cc2nc(NCCc3ccc(S(N)(=O)=O)cc3)ccn2n1 | 22.4%
C[C@H]1CN([C@@H](C)CO)C(=O)CCCn2nncc2CO[C@@H]1CN(C)C(=O)c1ccccc1 | 4.5%
COc1ccc(NC(=O)C2(C)Cc3c(-c4cccc(C(F)(F)F)c4)ccnc3O2)cn1 (configuration not stated) | -48.5%
CCOc1ccc(C(=O)CCC(=O)NN2CCCCC2)cc1 | 38.1%
CC1(C(=O)NCc2ccc3c(c2)OCO3)CCN1Cc1csc2ccccc12 (configuration not stated) | 8.8%
CCc1ccc([C@H]2[C@@H]3C(=O)C[C@@H]4C(=O)NC(=O)[C@@H]4[C@@H]3CN2S(=O)(=O)c2ccc(C)cc2)cc1 | 16.6%
O=C(Nc1cccc(Cl)c1)Nc1nnc([C@H]2C[C@H](O)[C@@H](CO)O2)s1 | ?
CCNC(=O)C1(C)CCN1CCC(=O)c1ccc(Br)cc1 (configuration not stated) | -23.8%
CC(=O)Nc1ccccc1NC(=O)c1ccc2c(c1)OCO2 | -15.1%
CS(=O)(=O)Nc1cccc(NC(=O)C2Cc3c(-c4ccco4)ccnc3O2)c1 (configuration not stated) | 0.0%
COc1cc2[nH]c(=O)c(C(=O)NCc3ccc(C)cc3)c(O)c2cc1OC | -6.4%
CCC/C=C/c1ccc(CN2C(C(C)C)C(=O)N(Cc3cn(Cc4ccco4)nn3)CCS2(=O)=O)cc1 (configuration not stated) | -58.4%
COc1ccccc1CNS(=O)(=O)c1c(C)cc(C)cc1C | -8.9%
CC(C)C[C@@H]1COc2cccc(N3CCN(Cc4ccccc4F)CC3)c2S(=O)(=O)N1 | 0.0%
C[C@H]1CN([C@@H](C)CO)C(=O)c2cc(/C=C/c3ccccc3)cnc2O[C@H]1CN(C)C(=O)c1cccc(F)c1 | -9.7%
COc1ccc(NC(=O)c2cc(-c3cc(F)ccc3OC(C)C)n[nH]2)c(C)c1 | -34.5%
O=C1O[C@@H](c2ccccc2)C[C@@H](O)C(=O)CCCc2ccccc21 | 7.9%
CCCCCCN1CCN(C2CN(CCc3ccccc3)S(=O)(=O)C2)CC1 (configuration not stated) | -17.4%
Cc1cccc(C)c1NC(=O)c1cc(S(=O)(=O)N2CCC3(CC2)OCCO3)ccc1F | -3.4%
Cc1cccnc1C(NC(=O)C1CCN(CCOc2ccc(Cl)cc2Cl)CC1)c1ccc(Cl)cc1 (configuration not stated) | -69.1%
CCC1NC(=O)c2cccnc2-n2c1nc1ccc(OC)cc1c2=O (configuration not stated) | 0.5%
CCOC(=O)C1=C[C@@H](C(C)(C)C)N(S(=O)(=O)c2ccc(C)cc2)[C@H]1c1ccccc1Cl | -30.9%
CCC(=O)N1CCCC(C)(C(=O)NS(=O)(=O)c2cccs2)C1 (configuration not stated) | 0.0%
CCN(C(=O)C(=O)c1c(C)[nH]c2ccccc12)c1ccccc1 | 3.1%
CCCC(=O)N1CCC1(C)C(=O)Nc1cc(OC)ccc1OC (configuration not stated) | 1.9%
Cc1ccc(C)c(C(=O)C[n+]2cccc(Br)c2)c1 | 16.6%
CCCC(=O)N1CCC1(C)C(=O)Nc1ccccc1C(C)(C)C (configuration not stated) | 22.6%
CC1(C)CC(=O)C=C(c2n[nH]nc2C2=CCCCC2)C1 | 4.9%
Cc1ccc(S(=O)(=O)N(C)C[C@H]2Oc3ncc(-c4ccccc4)cc3C(=O)N([C@@H](C)CO)C[C@@H]2C)cc1 | -23.5%
COc1cc(CN2C[C@@H](CO)O[C@@H](n3cnc4c(NC5CCCC5)ncnc43)C2)cc(OC)c1OC | -5.6%
CCOC(=O)C(=O)N(C)c1c(CC)nc2c(OCc3ccc(OC)cc3)cccn12 | 0.0%
CCCS(=O)(=O)NC(=O)C1(C)CCN(C(=O)c2ccccc2OC)C1 (configuration not stated) | 6.6%
Cc1ccc(NC(=O)COC(=O)c2cccc(S(=O)(=O)N3CCCCCC3)c2)cc1 | -1.9%
CCCCCCc1nc2nc(Cl)c(Cl)nc2[nH]1 | 23.8%
CC1(Cc2ccc3c(c2)OCO3)C(=O)Nc2ccc(-c3cccc(C(F)(F)F)c3)cc21 (configuration not stated) | -69.7%
COc1ccc(CCN2CC(C(=O)NCc3cnn(C)c3)CCC2=O)cc1 (configuration not stated) | 2.7%
O=S1(=O)N[C@H](Cc2ccccc2)COc2cccc(N3CCC[C@H]3CO)c21 | 11.7%
CC1=C(C(=O)N(C(C)C)C(C)C)CC(CC(=O)NCCCN(C)C)C(=O)N1CCCN1CCCC1=O (configuration not stated) | 10.4%
Cc1csc(SCC(=O)Nc2ccc(C)c(S(=O)(=O)N(C)C)c2)n1 | 15.1%
Cc1ccc(N(CC(=O)NC(C)(C)C)C(=O)CCC(=O)Nc2ccccn2)cc1 | -14.1%
O=C1c2ccccc2C(c2nnnn2Cc2ccccc2)N1CCc1c[nH]c2ccccc12 (configuration not stated) | 46.6%
COc1ccc(C(O)c2ncc(-c3ccccc3C)[nH]2)cc1F (configuration not stated) | 12.0%
COC(=O)C1(C(=O)OC)C/C=C\CCN(S(=O)(=O)c2ccccc2[N+](=O)[O-])CC1 | 23.1%
COc1ccc(Cl)cc1Cn1c(C)c(C(=O)NCc2ccc(F)cc2)sc1=O | -24.2%
